Compound activity: PubChem, National Center for Advancing Translational Sciences (NCATS)
GLP1R ag = qHTS of GLP-1 Receptor Agonists. Glucagon-like peptide 1 receptor (Homo sapiens), P43220. HEK293 GLP-1R CRE-luciferase, luminescence, 4-6 h; cells express a hypersensitive GLP-1R form. Potency, µM (highest dose often 45.6 µM), inactives show at the highest dose activation, hits mostly activators. hit rate 0.007% among 380,000; also: potency is read from the fitted curve at half-maximal effect; % of control where 0% means no effect
Target sequence (P43220 whole entry, looked up): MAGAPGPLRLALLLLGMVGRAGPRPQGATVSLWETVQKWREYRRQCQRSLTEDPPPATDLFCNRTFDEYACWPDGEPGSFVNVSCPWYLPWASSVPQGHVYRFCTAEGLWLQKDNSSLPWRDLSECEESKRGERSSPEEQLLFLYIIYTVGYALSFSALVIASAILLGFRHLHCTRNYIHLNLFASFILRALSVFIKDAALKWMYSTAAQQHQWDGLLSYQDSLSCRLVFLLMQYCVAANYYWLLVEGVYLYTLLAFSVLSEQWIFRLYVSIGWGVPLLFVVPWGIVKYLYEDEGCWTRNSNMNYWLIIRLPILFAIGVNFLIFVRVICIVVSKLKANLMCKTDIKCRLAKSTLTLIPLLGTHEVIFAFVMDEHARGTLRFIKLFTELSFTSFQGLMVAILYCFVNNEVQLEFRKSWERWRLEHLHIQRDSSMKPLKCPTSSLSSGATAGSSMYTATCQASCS
PI5P4K alpha inh = qHTS for Inhibitors of phosphatidylinositol 5-phosphate 4-kinase (PI5P4K); Phosphatidylinositol 5-phosphate 4-kinase type-2 alpha (Homo sapiens), P48426; PI5P4Kalpha enzyme, ADP-Glo luminescence, 60 min; stronger effect = lower value; max response, %; hit rate 1.2% among 330,000; active = max response of -50% or lower; inconclusive = between -30% and -50%; inactive = -30% or higher; also: value at the top dose of about 77 µM; % is scaled to controls: 0 for no effect and ±100 for the full control effect
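qHTS, 1536-well: enzyme/substrate mix, compound by pin tool, 5 microM ATP final; RT 60 min; ADP-Glo reagents 1 (45 min) then 2 (30 min); luminescence.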
GLP1R inv ag = qHTS of GLP-1 Receptor Inverse Agonists (Inhibition Mode) | AID 624417, 2012 | HEK293 GLP-1R CRE-luciferase, luminescence, 24 h; GLP-1R form is constitutively active | Potency, µM (series often up to 38.3 µM), without a hit: at the top dose activity change, negative = inhibition, actives largely listed as inhibitors | hit rate 1.6% among 410,000; also: potency is read from the fitted curve at half-maximal effect; % is scaled to controls: 0 for no effect and ±100 for the full control effect; nearly all actives have a fitted effect of over 55% in size
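HEK293 cells stably co-expressing a cAMP-responsive luciferase reporter and constitutively active GLP-1R were seeded, incubated 12 h, then exposed to compounds for 24 h at 37 C. Luminescence was read 12 min after detection reagent; inverse agonists lower signal.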
GLP1R cytotox = qHTS of GLP-1 Receptor Inverse Agonists: Cytotox Screen; hit rate 0.13% among 410,000; Potency, µM (titrated, usually from 38.3 µM), without a hit: at the top dose activity change, negative = inhibition, most hits filed as inhibitors; HEK293 cAMP-luciferase reporter cells, luminescence, 24 h; AID 624418, 2012;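 also: loss of luciferase light is scored as toxicity; potency is read from the fitted curve at half-maximal effect; % is scaled to controls: 0 for no effect and ±100 for the full control effect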
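Seeding density was 200 cells/uL; after overnight-length (12 h) culture, 23 nL compounds went on for 24 h at 37 °C. Readout used a luciferase detection reagent, luminescence taken after 12 min at room temperature.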
D3 ag = qHTS of D3 Dopamine Receptor Agonist: qHTS; D(3) dopamine receptor (Homo sapiens), P35462; D3R DiscoveRx beta-arrestin cells, luminescence, 90 min; max activation, %; hit rate 0.58% among 410,000; AID 652048, 2013; in the data active = max activation above about 30%; also: 0% is about no effect; mostly tested at two doses, the higher about 12 µM
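Cells at 1500/well, incubated overnight, then treated with pinned compounds (dopamine as control) for 90 min at 37 degrees C. DiscoveRx reagent added for 30 - 60 minutes at room temperature; luminescence read.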
PLK1 PBD inh = qHTS for Inhibitors of PLK1-PDB (polo-like kinase 1 - polo-box domain): Primary Screen. hit rate 2.8% among 360,000. Serine/threonine-protein kinase PLK1 (Homo sapiens), P53350. Plk1 PBD binding of FITC phosphopeptide, fluorescence polarization. Potency, µM, for inactives: max response, negative = inhibition, usual class: inhibitors; also: potency is read from the fitted curve at half-maximal effect; series mostly up to about 57 µM; % is scaled to controls: 0 for no effect and ±100 for the full control effect; nearly all actives have a fitted effect of over 65% in size
Target sequence (P53350 whole entry, looked up, the tested form may be a part): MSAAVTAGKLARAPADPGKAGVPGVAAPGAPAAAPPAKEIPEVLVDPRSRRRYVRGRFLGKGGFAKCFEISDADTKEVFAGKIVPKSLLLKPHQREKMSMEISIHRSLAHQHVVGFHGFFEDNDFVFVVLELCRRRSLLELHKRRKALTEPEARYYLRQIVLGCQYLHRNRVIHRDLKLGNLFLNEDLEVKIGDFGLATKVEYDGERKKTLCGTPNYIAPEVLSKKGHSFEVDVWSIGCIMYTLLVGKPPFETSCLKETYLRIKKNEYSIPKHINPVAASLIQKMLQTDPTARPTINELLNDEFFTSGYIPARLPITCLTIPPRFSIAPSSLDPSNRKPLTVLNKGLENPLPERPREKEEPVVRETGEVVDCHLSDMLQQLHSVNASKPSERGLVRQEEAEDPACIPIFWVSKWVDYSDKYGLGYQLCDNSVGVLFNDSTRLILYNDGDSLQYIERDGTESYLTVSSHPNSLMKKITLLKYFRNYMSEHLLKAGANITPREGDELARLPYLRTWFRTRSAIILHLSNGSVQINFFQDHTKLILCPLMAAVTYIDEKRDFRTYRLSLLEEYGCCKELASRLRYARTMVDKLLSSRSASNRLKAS
WRN helicase inh = qHTS for Inhibitors of WRN Helicase | Bifunctional 3'-5' exonuclease/ATP-dependent helicase WRN (Homo sapiens), Q14191 | WRN helicase unwinding, fluorescent forked duplex, kinetic | Potency, µM (doses to about 114 µM), for inactives: at the top dose activity change, negative = inhibition, actives largely listed as inhibitors | hit rate 0.46% among 360,000; also: potency is read from the fitted curve at half-maximal effect; % is scaled to controls: 0 for no effect and ±100 for the full control effect; nearly all actives have a fitted effect of over 55% in size
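Kinetic fluorescence helicase assay: unwinding of a quenched forked DNA duplex (100 nM final) with 2 mM ATP final raises red fluorescence (525/598 nm). Compounds sat 15 min at room temperature with 20 nM WRN beforehand.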
DRD3 antagonist = qHTS of D3 Dopamine Receptor Antagonist: qHTS; hit rate 2.5% among 360,000; D3R cells, DiscoveRx beta-arrestin luminescence, antagonist mode; stronger effect = lower value; AID 652054, 2013; max response, negative = inhibition, %; D(3) dopamine receptor (Homo sapiens), P35462; in the data active = max response below about -50%; inconclusive = no clear call, values can overlap the other calls; also: % is scaled to controls: 0 for no effect and ±100 for the full control effect; mostly tested at two doses, the higher about 12 µM
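Cells plated overnight at 1500 cells/well, then exposed to library compounds with dopamine controls for 90 minutes at 37 degrees C. DiscoveRx reagent added for 30–60 minutes at room temperature; luminescence read, quantitative HTS format.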
IL2 activator = qHTS of IL-2 Activators; activation, % (series mostly up to about 46 µM); IL-2 activation reporter assay, cell-based qHTS; stimulated with anti-CD3/CD4/CD28 beads; in transgenic mouse T cells; hit rate 0.065% among 360,000; AID 652025, 2013; in the data active = activation above about 50%; inconclusive = mostly about 30% to 49%; also: 0% is about no effect
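First, unstimulated transgenic mouse T cells were exposed to compound for 60 min. Next, anti-CD3/anti-CD4-coated beads with anti-CD28 were added. Finally, after 18 h at 37 degrees C, EGFP and DsRed were imaged.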
An asterisk follows results filed as active; ? = inconclusive; . = not tested or not shown; & = joins results of further samples; [ ] = another dose, or the depositor's remark. Unless noted, calls follow the shape of the dose curve; as a rule, active = well fitted curve in the direction sought with a large enough effect; inconclusive = small, poorly fitted or top-dose-only effect, or another doubt; inactive = no such curve, though single readings can be large; an effect the other way counts as inactive or inconclusive. Only part of the results is shown; the hit share may differ from the screen's.

Molecule | GLP1R ag | PI5P4K alpha inh | GLP1R inv ag | GLP1R cytotox | D3 ag | PLK1 PBD inh | WRN helicase inh | DRD3 antagonist | IL2 activator
COc1ccc(Nc2nc3ccc(C)cc3cc2C#N)c(OC)c1 | 10.0% | 18.8 | 26.3% | 9.0% | 6.3 | -15.9% | -17.2% | 11.4 | 28.0
COc1ccc(CN2CCN(c3ccccc3F)CC2)cc1O | -2.2% | 0.2 | -0.5% | 2.6% | 9.2 | 0.7% | 3.2% | -70.2* | -1.5
CCN(CC)c1ccc(N=Cc2c(O)n(-c3ccccc3)c(=O)[nH]c2=O)cc1 | 9.5% | -1.1 | 4.4% | -10.9% | 0.7 | -3.0% | -6.0% | 21.9 | 0.5
CCN(CC)C(=O)c1ccc2c(c1)C1C(Cl)C(Sc3ccccc3[N+](=O)[O-])CC1C(C(=O)O)N2 (centres undefined) | 5.5% | -59.5* | -5.6% | -1.9% | 0.7 | 6.7µM* | -27.4% | -7.2 | 0.8
CCOC(=O)C1=C(N)OC2=C(C(=O)CCC2)[C@]12C(=O)N(CC(N)=O)c1ccccc12 | 8.4% | -1.2 | 9.1% | -6.9% | 0.8 | -1.8% | 4.0% | 20.7 | 2.0
COc1cc(OC)c(C=O)c(OC(=O)N(C)C)c1 | 24.7% | 1.6 | -9.7% | 4.3% | -1.1 | 4.9% | 6.0% | -7.3 | -2.1
CC1CC(C)OP(=O)(OCCC#N)O1 (centres undefined) | -1.3% | 2.8 | 16.0% | 19.5% | -14.5 | -12.2% | -14.1% | -13.8 | -5.0
Cc1ccc(C(c2nnnn2Cc2ccccc2)N2CC=C(c3ccc(F)cc3)CC2)cc1 (centres undefined) | 6.0% | . | ? | 1.9% | -15.1 | -7.5% | -8.8% | -16.0 | 1.1
COc1ccc(CCNCc2ccsc2)cc1OC | -6.0% | -3.9 | 17.7% | -2.5% | -15.0 | -3.9% | -1.4% | -11.2 | -3.5
C=CCn1c(O)c(C(CC)=NCCN2CCN(C(=S)NC)CC2)c(=O)[nH]c1=O | 19.2% | -8.7 | 2.9% | -0.5% | -3.1 | -9.5% | 18.5% | 14.6 | 0.8
CCN1CCC2(CC1)NC(=O)c1ccccc1O2 | -1.1% | -1.6 | 16.1% | -1.4% | 0.9 | 2.7% | 6.3% | 11.1 | -2.3
CCOc1ccc(N=Cc2c(O)n(-c3ccc(C)c(C)c3)c(=O)[nH]c2=O)cc1 | 3.5% | -0.3 | -33.6% | 3.3% | 7.3 | 0.7% | 3.7% | 4.1 | -0.6
O=C1/C(=C\c2cccnc2)N2CCC1CC2 | 9.6% | 2.3 | 35.4%[activator] | 7.5% | -13.9 | -8.5% | -2.5% | -2.0 | -3.1
C=CCC1(CCCCC)C(=O)NC(=S)NC1=O | -4.7% | -0.4 | 4.8% | -7.3% | -3.7 | -1.1% | 8.3% | -1.5 | 0.5
CN(C)C(=O)Oc1ccc2ccccc2c1Cl | 6.3% | 0.7 | -1.4% | ? | 0.1 | -3.1% | -1.1% | 5.9 | 0.3
COc1cccc(C(=O)C2CN(C)CC2c2ccc(Cl)cc2)c1 (centres undefined) | 5.6% | -0.5 | ? | 3.5% | -16.4 | -8.1% | 1.5% | -17.1 | -1.1
CCCCC[C@@H]1CCCCC[C@@H](O)C[C@H](O)[C@H](O)/C=C/C(=O)O1 | 2.1% | 2.6 | 16.6% | -9.8% | 6.2 | -6.0% | -0.7% | -24.9 | 0.3
CCCCP(=O)(O)CCC(=O)O | 1.8% | 3.5 | 15.3% | -1.9% | -0.3 | -5.1% | 8.5% | -19.3 | 0.7
COP(=O)(OC)C(NC(=O)C(C)(C)C)=C(Cl)Cl | -13.2% | -2.8 | 1.3% | -5.2% | -9.5 | -3.8% | 11.8% | -22.9 | -1.1
COc1cccc(/C=N/n2c(SC)nnc2-c2ccccc2)c1O | 16.0% | -1.9 | ? | 179.9%[activator] | -7.2 | -4.4% | 1.5% | -7.5 | 0.2
O=[N+]([O-])c1ccc(N2CCCCCC2)c2ncccc12 | 15.8% | 4.7 | -17.4% | 0.4% | -2.9 | ? | -1.6% | ? | 0.7
COC(=O)C1=C(c2ccc(F)cc2OCc2ccccc2)C[C@@H]2CC[C@H]1N2C(=O)NCc1ccccc1OC | -1.7% | 8.3 | ? | 1.2% | 0.0 | -5.2% | -8.1% | -1.7 | -0.7
COC(=O)C1=C(c2ccc(S(C)(=O)=O)cc2)C[C@@H]2CC[C@H]1N2C(=O)NC1CC1 | 0.7% | 2.1 | 10.1% | 5.0% | 16.7 | -8.6% | -1.6% | 22.6 | 0.4
O=C1c2ccccc2-n2nnnc2C2c3ccccc3-n3nncc3CN12 (centres undefined) | 0.7% | 2.9 | 9.1% | 0.2% | -9.0 | -5.1% | 8.0% | ? | -0.4
CCCCNCCOc1ccccc1-c1ccccc1 | -4.2% | 14.2 | 0.0% | ? | -24.9 | -5.4% | -28.1% | -98.8* | -2.4
CCN(CC)CCNC(=O)c1nn(-c2ccc(Cl)cc2)c2c1CCc1cc(OC)ccc1-2 | -1.4% | 4.2 | 4.47µM* | ? | -17.4 | 3.2% | 6.4% | -7.9 | -7.8
CC(C)C12CN3CCN(CC(C3)/C1=N\O)C2 | -9.3% | . | -2.9% | -12.9% | 7.6 | -6.2% | 2.5% | 16.8 | -0.7
O=P(OC1CCCCC1)(OC1CCCCC1)C(O)c1ccc(Cl)cc1Cl (centres undefined) | -2.1% | -0.4 | ? | -7.5% | -5.3 | -11.4% | 4.8% | -21.8 | -3.2
O=[N+]([O-])c1ccc(N2CCCC2)c(F)c1Br | 17.8% | -0.2 | 17.6% | -28.7% | 24.2 | -0.7% | 3.4% | 20.7 | -2.2
COP(=S)(OC)SCN1C(=O)c2ccccc2C1=O | -2.1%&1.5% | ? | -3.3% | -9.4% | 12.5&-6.4 | 21.2µM* | 5.7% | 3.9 | -0.2
C[N+]1(CC2COC(c3ccco3)O2)CCCCC1 (centres undefined) | 4.0% | 4.6 | 8.4% | 18.1% | 3.9 | -12.7% | 7.6% | -7.6 | 0.5
O=c1[nH]c(=O)n(C2CCCCC2)c(O)c1C=Nc1ccc(N2CCOCC2)cc1 | -0.7% | 2.6 | 3.7% | -1.9% | 6.2 | 0.2% | 6.7% | 14.3 | -1.1
c1ccc(CCNCc2ccccc2)cc1 | 12.6% | -5.9 | 14.8% | -10.2% | -3.2 | 1.8% | 1.5% | -0.1 | 0.2
Brc1ccc(C2N3CCCN23)cc1 (centres undefined) | 0.5% | -4.6 | 0.6% | -3.2% | 0.8 | -11.6% | 5.1% | 63.4 | 0.0
CCCCCn1c(=O)c(C(=O)NCc2ccccc2)c(O)c2ccccc21 | -3.3% | 3.6 | -0.5% | 13.9% | 2.9 | -11.4% | 6.7% | 6.4 | 0.4
CN1CCC(N(C)c2nc(-c3ccc([N+](=O)[O-])cc3)nc3ccccc23)CC1 | -31.7%[inhibitor] | 1.4 | 0.0% | ? | -13.1 | -6.3% | -24.1%[57.1 µM] | -27.1 | -6.0
CCCN1CCc2c(sc(NC(=O)Cc3ccc(F)cc3)c2C(N)=O)C1 | 1.2% | -2.3 | -13.7% | 35.5%[activator] | -19.4 | -8.4% | 5.6% | -59.5* | -1.1
C=CCOC(=O)COc1cc(C)cc2oc(=O)c3c(c12)CCC3 | 14.2% | 0.3 | 2.1% | -11.0% | 0.1 | -8.7% | -12.3% | 13.8 | -2.8
O=c1[nH]c(=O)n(-c2cccc3ccccc23)c(O)c1/C=N/N1CCCCCC1 | 7.1% | -1.3 | 3.5% | 2.6% | 0.1 | -1.7% | -4.3% | -5.2 | -3.8
CCOC(=O)c1c(C=O)c2ccccc2n1Cc1ccccc1 | 24.6% | 0.0 | 10µM* | -5.2% | 3.5 | -1.7% | -13.0% | 16.9 | -2.8
CCCCCCCCN1C(=O)[C@H](CC(=O)NCCc2ccccc2OC)C[C@@]2(C(=O)OC)CCCCC=C12 | -1.3% | 15.2 | ? | -14.0% | -4.4 | 0.8% | -11.8% | 19.4 | -1.1
O=C(O)c1cccc2c1NC(c1cccc([N+](=O)[O-])c1)C1CC(Sc3ccccc3[N+](=O)[O-])C(Cl)C21 (centres undefined) | 3.4% | -22.8 | ? | -22.9% | 7.9 | 13.4µM* | -32.3% | -1.4 | 0.5
Clc1ccc(N2CCN(Cc3ccccc3Cl)CC2)cc1 | -4.7% | . | 0.0% | 5.4% | -23.6 | 2.4% | -0.7% | -21.6 | -3.3
COc1cc(C(=O)N2Cc3ccccc3-n3nncc3C2)cc(OC)c1OC | 5.0% | -3.6 | -0.2% | 11.4% | 3.7 | -10.1% | 3.3% | -10.1 | -3.5
Cc1ccc(CN2C3CCCC2CC(NC(=S)NCc2ccccc2)C3)cc1 (centres undefined) | 7.6% | 2.9 | ? | -20.8% | -18.9 | -1.8% | -0.2% | -94.3* | -2.1
COc1ccc(C(CNC(=O)Cc2ccc(Cl)c(Cl)c2)N2CCCCC2)cc1 (centres undefined) | 10.4% | -0.6 | ? | ? | -34.4 | -2.5% | -12.7% | -66.8* | -3.4
CC(C)Nc1nc(Cl)nc(NC(C)C)n1 | 16.3% | 1.0 | 75.4%[activator] | 3.9% | 7.2 | -12.8% | -1.4% | -5.8 | 0.2
CC1=C2CCC3C(CCC4=CC(=O)CCC43C)C2CC1 (centres undefined) | 20.7% | 1.6 | 1.6% | -1.2% | 2.5 | -11.0% | -2.9% | 4.3 | -0.5
